# Assay outcomes (PubChem)
# GASC1 inh: inhibitors of GASC-1 (KDM4C) histone demethylase, primary screen, biochemical, single concentration HTS; inhibition, % at 12.5 µM; GST-KDM4C 2-372, H3K9me3 peptide, LANCE TR-FRET; Lysine-specific demethylase 4C (Homo sapiens), Q9H3R0; 96,000 compounds, 0.15% hits;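 active = mean replicate inhibition above about 25%, with at least 55% of replicates also reaching it, limit read from the data, passing the limit was not always enough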
# Target sequence (Q9H3R0 2-372 limits assumed): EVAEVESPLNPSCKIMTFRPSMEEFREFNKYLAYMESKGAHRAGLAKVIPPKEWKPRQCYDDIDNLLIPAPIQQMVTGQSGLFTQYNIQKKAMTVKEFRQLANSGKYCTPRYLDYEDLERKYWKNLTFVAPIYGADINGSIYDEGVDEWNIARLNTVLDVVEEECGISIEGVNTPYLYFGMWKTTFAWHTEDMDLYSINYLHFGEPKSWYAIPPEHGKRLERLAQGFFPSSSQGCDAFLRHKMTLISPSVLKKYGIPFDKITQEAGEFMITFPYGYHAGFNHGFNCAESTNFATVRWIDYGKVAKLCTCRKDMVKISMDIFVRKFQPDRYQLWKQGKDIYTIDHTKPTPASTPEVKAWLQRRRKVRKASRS
#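 material = GST-tagged GASC-1 (JMJD2C) catalytic fragment, aa 2-372 | amount = enzyme final amount 10 nM | medium = HEPES buffer, pH 7.5, plus ascorbate | also added = H3K9me3 peptide substrate, Fe(II), 2-oxoglutarate | dosing = single dose | times = 30 min demethylation and 1 h detection at room temperature | detection = LANCE TR-FRET | read-out basis = Fall in 671/618 emission ratio as inhibition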
# Tcruzi prolif: T. cruzi intracellular proliferation inhibitors, primary screen, cell-based, beta-gal Tulahuen parasites, NIH3T3 host, luminescence | T. cruzi beta-gal in NIH3T3, GalScreen luminescence, 90 h | inhibition, % at 8.34 µM | 77,000 compounds, 5.9% hits | AID 624255, 2012;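 active = mean inhibition above about 93%, with at least 55% of replicates each passing it, limit read from the data, passing the limit was not always enough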
# Pf Dd2 inh: P. falciparum Dd2 growth inhibitors, primary screen, SYBR Green fluorescence, single dose replicates | 72 h; stronger effect = lower value | activity change, % at 10 µM | 94,000 compounds, 2.3% hits | AID 1159554, 2015; in the data active = activity change below about -80%
# C diff HTS: C. difficile growth inhibitors, primary screen, HTS; Clostridium difficile clinical isolate growth, OD600, 24 h; stronger effect = lower value; growth activity, negative = inhibition, % at 16 µg/mL (by protocol); 86,000 compounds, 0.25% hits; AID 1259249, 2017;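 active = mean growth activity at or below -80% and every replicate also at or below -80%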;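 note: 0% = DMSO wells and -100% = levofloxacin 16 µg/mL wells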
# * hit, by the source's call; nt = no result given; & = joins results of further samples. Compounds were not picked by outcome; overall some 6.7% were active at least once.
SMILES,GASC1 inh,Tcruzi prolif,Pf Dd2 inh,C diff HTS
O=C(C[C@H]1CC[C@@H]2[C@H](COC[C@H](O)CN2Cc2nccs2)O1)NCc1ccccc1,1.0,52,0,1
COc1ccc(NC(=O)N(C)C[C@@H]2Oc3ccc(NC(=O)CCN4CCOCC4)cc3CC(=O)N([C@@H](C)CO)C[C@@H]2C)cc1,-0.8,nt,6,1
Cc1ccc(S(=O)(=O)Nc2ccc3c(c2)C(=O)N(C)[C@H]2CC[C@H](CC(=O)O)O[C@H]2CO3)cc1,-2.6,23,-1,-4
C[C@@H]1CCCCO[C@H](CN(C)C(=O)Nc2ccc3c(c2)OCO3)[C@@H](C)CN([C@H](C)CO)C(=O)c2cc(NC(=O)c3ccccc3)ccc2O1,1.5,30,-10,-6
COc1ccc2c3c([nH]c2c1)[C@H](CO)N(C(=O)Cc1ccccc1)CC31CCN(C(=O)Cc2ccccc2)CC1,-2.1,nt,-67,3
C[C@H](CO)N1C[C@H](C)[C@@H](CN(C)S(=O)(=O)c2ccc(F)cc2)Oc2c(NS(=O)(=O)c3ccc(Cl)cc3)cccc2C1=O,1.4,27,10,-12
CCCN1C[C@H](C)[C@@H](OC)CN(C)C(=O)c2cc(NS(C)(=O)=O)ccc2OC[C@H]1C,0.1,-17,14,2
CNC[C@H]1Oc2c(NS(=O)(=O)c3ccc(OC)cc3)cccc2C(=O)N([C@@H](C)CO)C[C@@H]1C,-1.7,-2,12,1
C[C@@H]1CCCCO[C@@H](CN(C)S(=O)(=O)c2cccs2)[C@H](C)CN([C@@H](C)CO)C(=O)c2cc(NS(=O)(=O)c3ccc(F)cc3)ccc2O1,-0.7,61,nt,-8
C[C@@H]1CN([C@H](C)CO)C(=O)Cc2cc(NS(=O)(=O)c3ccccc3)ccc2O[C@@H]1CN(C)Cc1ccc(Cl)c(Cl)c1,4.4,-25,3,13
C[C@H]1CN([C@@H](C)CO)C(=O)c2cc(NC(=O)Cc3cn(C)c4ccccc34)ccc2O[C@H]1CN(C)CC1CC1,-0.6,26,-5,0
O=C(C[C@@H]1C[C@H]2c3cc(NC(=O)C4CCOCC4)ccc3O[C@H]2[C@H](CO)O1)NCc1cccc(F)c1,0.2,40,-13,-3

# A different layout for part of the listing above.
SMILES | GASC1 inh | Tcruzi prolif | Pf Dd2 inh | C diff HTS
CNC[C@H]1Oc2c(NS(=O)(=O)c3ccc(OC)cc3)cccc2C(=O)N([C@@H](C)CO)C[C@@H]1C | -1.7 | -2 | 12 | 1
O=C(C[C@H]1CC[C@@H]2[C@H](COC[C@H](O)CN2Cc2nccs2)O1)NCc1ccccc1 | 1.0 | 52 | 0 | 1
O=C(C[C@@H]1C[C@H]2c3cc(NC(=O)C4CCOCC4)ccc3O[C@H]2[C@H](CO)O1)NCc1cccc(F)c1 | 0.2 | 40 | -13 | -3
COc1ccc2c3c([nH]c2c1)[C@H](CO)N(C(=O)Cc1ccccc1)CC31CCN(C(=O)Cc2ccccc2)CC1 | -2.1 | nt | -67 | 3
C[C@@H]1CN([C@H](C)CO)C(=O)Cc2cc(NS(=O)(=O)c3ccccc3)ccc2O[C@@H]1CN(C)Cc1ccc(Cl)c(Cl)c1 | 4.4 | -25 | 3 | 13

# (further entries)
SMILES,GASC1 inh,Tcruzi prolif,Pf Dd2 inh,C diff HTS
CCC(=O)Nc1ccc2c(c1)C(=O)N(C)[C@@H]1CC[C@H](CC(=O)Nc3cccc(OC)c3)O[C@H]1CO2,4.1,-15,-10,-3
O=C(C[C@@H]1C[C@H]2c3cc(NC(=O)C4CCOCC4)ccc3O[C@H]2[C@@H](CO)O1)NCc1ccccc1,-2.3,-41,-2,-2
CN1C(=O)c2cc(NC(=O)c3cccc(Cl)c3)ccc2OC[C@H]2O[C@H](CC(=O)NC3CCCCC3)CC[C@@H]21,6.9,22,-19,0
Cc1cccc(CN(C)C[C@H]2OCc3cn(nn3)CCCC(=O)N([C@@H](C)CO)C[C@@H]2C)c1,1.1,3,5,nt
COc1ccc(C#Cc2ccc3c(c2)[C@H]2[C@H](CCN2C(=O)c2cccc(F)c2)[C@@H](CO)N3)cc1,0.6,61,-61,1
COc1cccc(S(=O)(=O)N2CCC3(CC2)CN(C(=O)Nc2ccc(F)cc2)[C@@H](CO)c2[nH]c4cc(OC)ccc4c23)c1,0.7,nt,-75,6
C[C@H]1CN([C@@H](C)CO)C(=O)c2cc(C#Cc3ccccn3)cnc2O[C@@H]1CN(C)C(=O)CCN1CCCCC1,1.0,41,18,-5
CCCNC(=O)N1C[C@H]2[C@@H](c3ccccc31)[C@H](CO)N2Cc1ccc(F)cc1,-1.2,19,4,-5
CCCC(=O)Nc1ccc2c(c1)C(=O)N(C)[C@@H]1CC[C@@H](CC(=O)NCC3CC3)O[C@@H]1CO2,2.8,40,-1,3
CN(C)CC(=O)Nc1ccc2c(c1)[C@@H]1C[C@H](CC(=O)NCc3cccnc3)O[C@H](CO)[C@@H]1O2,1.2,17,20,-2
C[C@@H]1CN([C@@H](C)CO)C(=O)Cc2cc(NS(=O)(=O)c3ccc(F)cc3)ccc2O[C@@H]1CN(C)Cc1ccc(Cl)c(Cl)c1,2.0,79,-12,nt
O=C(C[C@H]1CC[C@H]2[C@@H](COC[C@H](O)CN2C(=O)c2cnccn2)O1)NCc1ccc(F)cc1,-1.5,-19,nt,11&-14
C[C@@H]1CN([C@H](C)CO)C(=O)c2cc(NC(=O)Cn3cnnn3)ccc2O[C@H]1CN(C)S(=O)(=O)c1cn(C)cn1,-1.2,81,26,nt
COc1ccccc1S(=O)(=O)N1CC[C@@H]2[C@H](CO)Nc3ccc(Br)cc3[C@@H]21,-3.1,13,22,-3
O=C(NCC[C@@H]1CC[C@@H](NS(=O)(=O)c2ccc(Cl)cc2)[C@@H](CO)O1)c1ccccc1F,0.5,40,-2,-1
C[C@@H]1CCCCO[C@@H](CN(C)C(=O)NC2CCCCC2)[C@H](C)CN([C@@H](C)CO)C(=O)c2cc(N(C)C)ccc2O1,13,8,-16,1
CO[C@H]1CN(C)C(=O)c2cc(NC(=O)C3CC3)ccc2OC[C@@H](C)N(Cc2cccnc2)C[C@H]1C,-0.3,48,nt,nt
CCC(=O)Nc1ccc2c(c1)OC[C@@H](C)N(Cc1cncnc1)C[C@H](C)[C@@H](OC)CN(C)C2=O,1.1,1,24,-4
CC(C)NC(=O)N(C)C[C@@H]1Oc2cc(C#CC3CC3)ccc2S(=O)(=O)N([C@@H](C)CO)C[C@@H]1C,1.3,21,-34,-3
CO[C@@H]1CN(C)C(=O)c2cc(NC(=O)c3ccccc3F)ccc2OC[C@H](C)NC[C@@H]1C,-0.3,85,8,nt
COc1ccc(-c2ccc([C@@H]3[C@H]4CN(Cc5ccc(F)cc5)CC(=O)N4[C@H]3CO)cc2)cc1,-1.3,nt,-34,2
C[C@@H]1CN([C@@H](C)CO)C(=O)c2cc(NC(=O)CCCCCC(=O)Nc3ccccc3N)ccc2O[C@@H]1CN(C)C(=O)Nc1ccc(C(F)(F)F)cc1,1.4,7,-29,nt
CC=Cc1ccc2n(c1=O)C[C@@H]1[C@@H](CO)[C@H](C(=O)N3CCOCC3)N(CC3CC3)[C@H]21 (mixture of isomers),3.5,74,nt,2
CCCN(C)C[C@H]1Oc2cc(-c3cncnc3)ccc2S(=O)(=O)N([C@H](C)CO)C[C@H]1C,1.2,nt,-7,8
CNC[C@H]1Oc2c(NS(=O)(=O)c3ccc(C)cc3)cccc2C(=O)N([C@@H](C)CO)C[C@@H]1C,0.7,2,37,-1
O=C(C[C@@H]1CC[C@@H](NS(=O)(=O)c2ccccc2)[C@@H](CO)O1)NCc1ccccc1F,-0.1,-29,8,-3
O=C(C[C@@H]1C=C[C@H](NC(=O)c2cnccn2)[C@H](CO)O1)NCc1ccccc1F,-1.2,-6,-4,nt
CCCNC(=O)N[C@H]1CC[C@@H](CCn2cc(-c3cccc(F)c3)nn2)O[C@@H]1CO,-0.3,-31,11,nt
C[C@@H]1CCCCO[C@@H](CN(C)C(=O)c2ccncc2)[C@@H](C)CN([C@H](C)CO)C(=O)c2cc(NC(=O)NC3CCCCC3)ccc2O1,1.4,3,28,-4
COc1ccc(S(=O)(=O)N(C)C[C@H]2Oc3ccc(N(C)C)cc3C(=O)N([C@H](C)CO)C[C@H]2C)cc1,-0.7,19,-3,-3
COc1ccc(NC(=O)Nc2ccc3c(c2)CC(=O)N([C@H](C)CO)C[C@H](C)[C@H](CN(C)Cc2ccc(C(F)(F)F)cc2)O3)cc1,0.6,62,30,69
CC(=O)Nc1ccc2c(c1)C(=O)N(C)[C@H]1CC[C@@H](CC(=O)NCc3ccc4c(c3)OCO4)O[C@@H]1CO2,-1.7,10,-8,8
CN1c2ccc(-c3cccc(F)c3)cc2[C@@H]2[C@@H](CCN2C(=O)C2CCOCC2)[C@H]1CO,1.0,59,3,-6
O=C(C1CCOCC1)N1CC2(C1)[C@@H](c1ccccc1)[C@H](CO)N2Cc1ccc(Cl)cc1,-0.1,nt,-52,7
C[C@H]1CN([C@@H](C)CO)C(=O)c2cccc(NC(=O)Nc3ccc(F)cc3)c2O[C@@H]1CN(C)C(=O)Nc1ccc(F)cc1,0.4,27,-2,0
C[C@@H]1CN([C@H](C)CO)S(=O)(=O)c2ccc(C3=CCCCC3)cc2O[C@@H]1CN(C)C(=O)C1CCOCC1,0.5,nt,15,4
CCC(=O)Nc1ccc2c(c1)C(=O)N(C)[C@@H]1CC[C@H](CC(=O)NCCc3ccncc3)O[C@@H]1CO2,0.8,65,-2,-8
COc1ccc(S(=O)(=O)Nc2ccc3c(c2)C(=O)N([C@@H](C)CO)C[C@H](C)[C@@H](CN(C)Cc2ccc(C(=O)O)cc2)O3)cc1,-0.4,-20,6,-2
COc1ccc(C#Cc2ccc3c(c2)O[C@@H](CN(C)C(=O)CN2CCOCC2)[C@@H](C)CN([C@@H](C)CO)S3(=O)=O)cc1,-1.8,nt,-78,8
CC(C)C#Cc1ccc2c(c1)O[C@@H](CN(C)CC1CC1)[C@@H](C)CN([C@@H](C)CO)S2(=O)=O,-0.1,-86,-24,nt
Cc1noc(C)c1S(=O)(=O)Nc1ccc2c(c1)C(=O)N([C@@H](C)CO)C[C@H](C)[C@H](CN(C)C(=O)Cc1ccccc1)OCCCC[C@H](C)O2,-2.9,-37,-53,5
CCC(=O)N(C)C[C@H]1Oc2cc(C3=CCCC3)ccc2S(=O)(=O)N([C@H](C)CO)C[C@@H]1C,5.7,30,11,1
CCCN1C[C@H](C)[C@H](OC)CN(C)C(=O)c2cc(NC(=O)C3CCOCC3)ccc2OC[C@@H]1C,-2.2,-22,22,nt
COc1cccc(CN(C)C[C@@H]2OCc3cnnn3CCCC(=O)N([C@H](C)CO)C[C@@H]2C)c1,1.1,12,-5,0
CO[C@H]1CN(C)C(=O)c2ccc(NC(=O)NC(C)C)cc2OC[C@H](C)N(Cc2ccccc2)C[C@@H]1C,0.4,29,-12,nt
C[C@H](CO)N1C[C@H](C)[C@@H](CN(C)Cc2ccncc2)OCCCC[C@H](C)Oc2ccc(NS(=O)(=O)c3cn(C)cn3)cc2C1=O,3.7,-101,31,0
Cc1ccc(NC(=O)C[C@H]2CC[C@H]3[C@@H](COc4ccc(NC(=O)C(C)C)cc4C(=O)N3C)O2)cc1,-2.3,-5,-8,0
C[C@H]1CCCCO[C@H](CN(C)C(=O)NC2CCCCC2)[C@@H](C)CN([C@@H](C)CO)C(=O)c2cc(NC(=O)NC3CCCCC3)ccc2O1,0.0,88,-52,-5

# Compounds above that contain an NH in an aromatic ring:
SMILES,GASC1 inh,Tcruzi prolif,Pf Dd2 inh,C diff HTS
COc1ccc2c3c([nH]c2c1)[C@H](CO)N(C(=O)Cc1ccccc1)CC31CCN(C(=O)Cc2ccccc2)CC1,-2.1,nt,-67,3
COc1cccc(S(=O)(=O)N2CCC3(CC2)CN(C(=O)Nc2ccc(F)cc2)[C@@H](CO)c2[nH]c4cc(OC)ccc4c23)c1,0.7,nt,-75,6

# Next part
SMILES,GASC1 inh,Tcruzi prolif,Pf Dd2 inh,C diff HTS
Cc1ccccc1S(=O)(=O)N1C[C@@H](O)COC[C@@H]2O[C@@H](CC(=O)O)CC[C@H]21,0.7,-93,14,9&0
C[C@@H]1CN([C@H](C)CO)C(=O)c2c(c3ccccc3n2C)-c2ccccc2CO[C@H]1CN(C)C(=O)CCN(C)C,3.1,47,-38,-2
C[C@H]1CN([C@@H](C)CO)C(=O)c2cc(C#Cc3ccccn3)cnc2O[C@H]1CN(C)Cc1ccccc1,2.7,55,-7,-4
CC(C)NC(=O)Nc1ccc2c(c1)C(=O)N([C@@H](C)CO)C[C@H](C)[C@@H](CN(C)Cc1ccc(C(=O)Nc3ccccc3N)cc1)O2,0.4,67,-34,0
CO[C@@H]1CN(C)C(=O)c2ccc(NC(=O)C3CC3)cc2OC[C@@H](C)N(Cc2cc(F)ccc2F)C[C@@H]1C,3.0,nt,-6,-11
CCC(=O)N1C[C@H](C)[C@@H](OC)CN(C)C(=O)c2ccc(NC(=O)COC)cc2OC[C@H]1C,1.2,-3,2,nt
